Screening results from PubChem BioAssay.
TrxR1 substrate = qHTS Assay for Substrates of Mammalian Selenoprotein Thioredoxin Reductase 1 (TrxR1): qHTS | purified TrxR1 substrate turnover, NADPH consumption readout | 0.01% of 390,000 active | Potency, µM (top dose mostly 114 µM), inactives show at the top dose activity change, negative = substrate turnover; further: on the % scale 0 is the no-effect control and ±100 the full control effect; nearly all actives have a fitted effect of over 50% in size
Target sequence (O89049 whole entry, looked up): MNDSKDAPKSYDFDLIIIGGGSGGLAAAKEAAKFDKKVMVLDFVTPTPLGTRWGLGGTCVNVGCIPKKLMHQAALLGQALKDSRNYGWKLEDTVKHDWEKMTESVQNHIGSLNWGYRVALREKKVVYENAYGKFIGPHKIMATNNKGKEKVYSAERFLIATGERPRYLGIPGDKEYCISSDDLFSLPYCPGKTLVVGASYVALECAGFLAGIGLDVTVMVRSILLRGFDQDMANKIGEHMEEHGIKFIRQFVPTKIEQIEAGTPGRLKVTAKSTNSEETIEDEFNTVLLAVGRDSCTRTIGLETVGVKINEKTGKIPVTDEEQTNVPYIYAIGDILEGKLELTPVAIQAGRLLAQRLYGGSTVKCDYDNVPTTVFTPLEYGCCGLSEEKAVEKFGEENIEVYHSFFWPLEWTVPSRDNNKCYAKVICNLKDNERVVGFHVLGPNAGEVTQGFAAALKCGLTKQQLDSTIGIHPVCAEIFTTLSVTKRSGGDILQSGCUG
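Rat TrxR1, dispensed at 90 nM, was prereduced with 400 uM NADPH (final) for 5 min at ~22 deg C, then incubated with compound 15 min before 400 uM selenite. A first-read NADPH fluorescence drop versus no-compound background flagged substrates.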
Vif-APOBEC3F blk = qHTS for Inhibitors of Vif-A3F Interactions: qHTS; HeLa A3F-eYFP + Vif (tagged APOBEC3F with the HIV-1 protein that degrades it), YFP fluorescence increase; Potency, µM (series often up to 46.1 µM), for the others: top-dose activity, negative = active; 0.2% of 390,000 active; AID 602313, 2012; further: % of control where 0% means no effect; nearly all actives have a fitted effect of over 65% in size
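Fluorescence increase (Ex 488/Em 500-530) after overnight compound treatment at 37 deg C flags inhibition of Vif-driven A3F-eYFP loss in stable HeLa A3F-eYFP/Vif cells seeded overnight beforehand.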
rTrxR1 inhibitor = qHTS Assay for Inhibitors of Mammalian Selenoprotein Thioredoxin Reductase 1 (TrxR1): qHTS; recombinant rTrxR1, NADPH fluorescence consumption, selenite substrate; Potency, µM (highest dose often 114 µM), for the others: at the highest dose activity change, negative = inhibition, most hits filed as inhibitors; 1% of 390,000 active; AID 588453, 2011; further: on the % scale 0 is the no-effect control and ±100 the full control effect; nearly all actives have a fitted effect of over 65% in size
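Rat TrxR1 (90 nM in the dispensed reagent) was pre-reduced with 400 uM NADPH for 5 min at room temperature, then incubated with compound for 15 min. After 400 uM selenite was added, NADPH fluorescence (Ex 340/Em 450 nm) was followed for 8 min.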
RGS4 inh = Inhibitors of Regulator of G Protein Signaling (RGS) 4: qHTS; Transcreener GDP fluorescence polarization, RGS4-accelerated GTP hydrolysis; Potency, µM (titrated, usually from 114 µM), without a hit: at the top dose activity change, negative = inhibition, actives largely listed as inhibitors; 0.039% of 390,000 active; AID 504845, 2011; further: on the % scale 0 is the no-effect control and ±100 the full control effect; nearly all actives have a fitted effect of over 75% in size; some results filed as inactive show a strong effect at the top dose
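MLSMR compounds (23 nl, pin-transferred) preincubated 10 min at room temperature with a 500nM (2x) first reagent, then RGS4 at 900nM (2x) plus Transcreener GDP mix added; fluorescence polarization (620/688 nm) read before and after 90 min at 30 °C.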
ALOX12 inh = Primary qHTS assay for inhibitors of human arachidonate 12S-lipoxygenase (ALOX12): Round 2; AID 1671190, 2021; 1.1% of 580,000 active; Potency, µM (doses to about 108 µM), inactives show at the top dose activity change, negative = inhibition, most hits filed as inhibitors; Polyunsaturated fatty acid lipoxygenase ALOX12 (Homo sapiens), P18054; purified 12hLO, xylenol orange hydroperoxide absorbance; further: on the % scale 0 is the no-effect control and ±100 the full control effect
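Purified human 12hLO at 150 nM in 25 mM Hepes, 0.01% Triton X-100, pH 7.0, preincubated 15 min at room temperature with compound. Reaction started with 40 uM arachidonic acid, 30 min at room temperature. Hydroperoxide measured by Fe-xylenol orange, 573/405 nm absorbance ratio.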
mIDH1 inhibitor = qHTS for Inhibitors of mutant isocitrate dehydrogenase 1 (IDH1): qHTS; Isocitrate dehydrogenase [NADP] cytoplasmic (Homo sapiens), O75874; IDH1-R132H enzyme, NADPH consumption, diaphorase/resazurin fluorescence; Potency, µM (titrated, usually from 76.6 µM), for the others: at the top dose activity change, negative = inhibition, most hits filed as inhibitors; 0.093% of 390,000 active; AID 602179, 2012; further: on the % scale 0 is the no-effect control and ±100 the full control effect; nearly all actives have a fitted effect of over 65% in size
Target sequence (O75874 whole entry R132H, stated change not applied): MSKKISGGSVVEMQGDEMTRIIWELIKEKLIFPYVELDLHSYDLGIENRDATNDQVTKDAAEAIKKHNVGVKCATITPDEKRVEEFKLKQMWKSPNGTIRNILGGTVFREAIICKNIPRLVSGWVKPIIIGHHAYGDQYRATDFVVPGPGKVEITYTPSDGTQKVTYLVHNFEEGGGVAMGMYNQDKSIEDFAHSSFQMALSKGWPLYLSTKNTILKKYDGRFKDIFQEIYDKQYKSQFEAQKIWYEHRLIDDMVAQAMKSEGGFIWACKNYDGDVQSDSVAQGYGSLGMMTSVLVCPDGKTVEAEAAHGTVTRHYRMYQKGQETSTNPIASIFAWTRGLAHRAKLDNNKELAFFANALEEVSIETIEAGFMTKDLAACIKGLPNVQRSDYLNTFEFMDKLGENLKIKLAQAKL
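IDH1-R132H (0.5 ug/mL) preincubated 30 min with compound, then NADPH (0.016 mM) and alpha-KG (2 mM) added; 80 min at RT, pH 7.5. Remaining NADPH coupled via diaphorase/resazurin to fluorescence (540/590 nm); concentration-response curves normalized to no-enzyme control.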
Vif-APOBEC3G blk = qHTS for Inhibitors of Vif-A3G Interactions: qHTS; Potency, µM (doses to about 46.1 µM), without a hit: at the highest dose activity, negative = active, usual class: inhibitors; DNA dC->dU-editing enzyme APOBEC-3G (Homo sapiens), Q9HC16; HeLa A3G-eYFP + Vif (tagged APOBEC3G with the HIV-1 protein that degrades it), YFP fluorescence, overnight; 0.076% of 410,000 active;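 further: on the % scale 0 is the no-effect control and ±100 the full control effect; nearly all actives have a fitted effect of over 60% in size; hits raise eYFP signal because A3G escapes Vif-driven loss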
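HeLa cells stably expressing Vif and C-terminally eYFP-tagged A3G, seeded overnight at 37 deg C, then exposed to compound by pintool overnight at 37 deg C. Rise in yellow fluorescence (Ex 488/Em 500-530, Acumen) marks blocked Vif-driven A3G degradation.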
RXFP1 ag = qHTS Assay for Agonists of the Relaxin Receptor RXFP1; HEK293T-RXFP1 cAMP TR-FRET, 30 min; response scale: percent of porcine relaxin response, buffer zero; Relaxin receptor 1 (Homo sapiens), Q9HBX9; 0.3% of 370,000 active; Potency, µM (top dose mostly 57.5 µM), for inactives: at the top dose activation, most hits filed as activators; further: on the % scale 0 is the no-effect control and ±100 the full control effect; nearly all actives have a fitted effect of over 60% in size; many of its hits are not listed in these tables
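HEK293 cells stably expressing RXFP1, treated 30 min at 37C with compounds plus PDE4 inhibitor Ro 20174; cAMP measured by HTRF TR-FRET. Normalized to buffer and 29 nM porcine relaxin; EC50 by Hill fit.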
USP1 inh = Inhibitors of USP1/UAF1: Primary Screen. Ubiquitin carboxyl-terminal hydrolase 1 (Homo sapiens), O94782. recombinant USP1/UAF1, Ub-Rhodamine cleavage fluorescence. Potency, µM (top dose mostly 57.1 µM), without a hit: top-dose activity change, negative = inhibition, usual class: inhibitors. 0.23% of 390,000 active; further: on the % scale 0 is the no-effect control and ±100 the full control effect; nearly all actives have a fitted effect of over 60% in size; inactives centre near -12
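In this screen, compounds sit with the deubiquitinase complex (1nM) for 15 min at room temperature before Ub-Rho is added at 150nM final. Fluorescence rise is then followed for 6 reads every 60 seconds.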
Starred values were filed as active, the others as inactive; ? = inconclusive; / = not tested or not shown; & = joins results of further samples; [ ] = dose if it differs, or a comment. The call rests on the fitted dose curve; in most records, active means well fitted curve in the direction sought with a large enough effect; inconclusive means small, poorly fitted or top-dose-only effect, or another doubt; inactive means no such curve, though single readings can be large; an effect the other way counts as inactive or inconclusive. Potency means the concentration at half of the fitted maximal effect. These rows are one share of the data; count on the stated rates, not on these rows.

The first 8 compounds (preview)
Values in the order – mIDH1 inhibitor, Vif-APOBEC3G blk, RGS4 inh, TrxR1 substrate, Vif-APOBEC3F blk, RXFP1 ag, rTrxR1 inhibitor, ALOX12 inh, USP1 inh
> COC(=O)c1ccc(-c2noc(CN(Cc3ccccn3)CC3CCCO3)n2)cc1 (stereo not drawn)
 : 2%, 1%, -5%, 3%, 4%, -1.3%, 4%, 2%, -8%
> COCCn1c(SCC(=O)N2CCCC2)nnc1-c1ccoc1C
 : 0%, 1%, -12%, -3%, -8%, 0.5%, 3%, 0%, -9%
> C[C@H](CO)N1C[C@H](C)[C@@H](CN(C)C(=O)NC2CCCCC2)Oc2c(NS(=O)(=O)c3ccccc3)cccc2C1=O
 : 13%, 1%, 4%, 16%, 0%, /, 27%, -19%, -19%
> CN(Cc1ccccc1)c1nc2c(c(=O)[nH]c(=O)n2C)n1Cc1ccccc1F
 : 11%, 1%, 7%, 8%, -5%, 3.6%, 29%, ?, -22%
> CCOc1ccc(C(=O)NNC(=O)c2cc(C)oc2C)cc1
 : 9%, -3%, 13%, -5%, 7%, -0.2%, -5%, 8%, -5%
> CCCCNC(=O)c1onc(CSc2ccc(F)cc2)c1C(=O)NCCCC
 : 1%, 2%, 14%, -9%[57.1 µM], 4%, -0.1%, -10%[57.1 µM], -18%, -11%
> CCOC(=O)C(=O)Nc1c(C(=O)Nc2cccc(F)c2)oc2ccccc12
 : 15%, 1%, -23%, 7%, -28%, 1.4%, 5%, -8%, -19%
> CC(C)C(=O)Nc1ccccc1Cc1ccccc1
 : 2%, -1%, -6%, 1%[57.1 µM], 1%, -1.2%, 11%[57.1 µM], -2%, -18%

All compounds of this part, from the first entry:
Values in the order – mIDH1 inhibitor, Vif-APOBEC3G blk, RGS4 inh, TrxR1 substrate, Vif-APOBEC3F blk, RXFP1 ag, rTrxR1 inhibitor, ALOX12 inh, USP1 inh
> COC(=O)c1ccc(-c2noc(CN(Cc3ccccn3)CC3CCCO3)n2)cc1 (stereo not drawn)
 : 2%, 1%, -5%, 3%, 4%, -1.3%, 4%, 2%, -8%
> COCCn1c(SCC(=O)N2CCCC2)nnc1-c1ccoc1C
 : 0%, 1%, -12%, -3%, -8%, 0.5%, 3%, 0%, -9%
> C[C@H](CO)N1C[C@H](C)[C@@H](CN(C)C(=O)NC2CCCCC2)Oc2c(NS(=O)(=O)c3ccccc3)cccc2C1=O
 : 13%, 1%, 4%, 16%, 0%, /, 27%, -19%, -19%
> CN(Cc1ccccc1)c1nc2c(c(=O)[nH]c(=O)n2C)n1Cc1ccccc1F
 : 11%, 1%, 7%, 8%, -5%, 3.6%, 29%, ?, -22%
> CCOc1ccc(C(=O)NNC(=O)c2cc(C)oc2C)cc1
 : 9%, -3%, 13%, -5%, 7%, -0.2%, -5%, 8%, -5%
> CCCCNC(=O)c1onc(CSc2ccc(F)cc2)c1C(=O)NCCCC
 : 1%, 2%, 14%, -9%[57.1 µM], 4%, -0.1%, -10%[57.1 µM], -18%, -11%
> CCOC(=O)C(=O)Nc1c(C(=O)Nc2cccc(F)c2)oc2ccccc12
 : 15%, 1%, -23%, 7%, -28%, 1.4%, 5%, -8%, -19%
> CC(C)C(=O)Nc1ccccc1Cc1ccccc1
 : 2%, -1%, -6%, 1%[57.1 µM], 1%, -1.2%, 11%[57.1 µM], -2%, -18%
> O=C(NNC(=S)NC(=O)c1sc2ccccc2c1Cl)c1ccc(Cl)cc1
 : 7%, -12%, -46%, -1%, -11%, 1.6%, ?, ?, -8%
> CSc1ccc(-c2sc(Nc3ccccc3)n[n+]2-c2ccccc2)cc1
 : -1%, -16%, -11%, -4%, ?, 2.3%, -2%, /, -10%
> CC(C)c1nc2ccc(C(=O)NCCCN3CCN(c4ccccc4)CC3)cc2o1
 : -15%, -5%, -9%, 1%[57.1 µM], 2%, 3.1%, 6%[57.1 µM], 0%, -2%
> CCN(Cc1cc2ccccc2[nH]c1=O)C(=O)c1cccnc1
 : 8%, 6%, 9%, 7%, -7%, 2.2%, 1%, -6%, 2%
> CCOC(=O)CN1NC2(CCCCCC2)NC1=S
 : 4%, 7%, ?, 10%, 2%, -1.8%, 12%, ?, -21%
> O=C(O)CN1C(=O)c2ccc(Oc3ccc4c(c3)C(=O)N(CC(=O)O)C4=O)cc2C1=O
 : 5%, -4%, 11%[56.9 µM], 0%[57.1 µM], -3%, 0.0%, 7%[57.1 µM], 9%, -5%
> CCCN(C(=O)c1cc2c(=O)n(CC)c3ccccc3c2s1)c1ccccc1F
 : -17%, 0%, 4%, 3%, 3%, -1.9%, 35%, ?, -30%
> O=C(/C=C/c1ccc(-c2ccccc2[N+](=O)[O-])o1)c1ccc(Br)cc1
 : -6%, -14%, -21%, -12%, -5%, 0.3%, -27%, -19%, -19%
> COc1cccc(-n2c(=O)[nH]cc(C(=O)Nc3ccc(NC(C)=O)cc3)c2=O)c1
 : 2%, 2%, 7%, -5%, -5%, 0.7%, 10%, -2%[57.4 µM], -20%
> O=C(OCC#CCSc1nc2ccccc2s1)c1ccco1
 : 3%, -8%, -40%, 5%, -4%, -0.4%, ?, -19%, -21%
> O=C(Nc1nc2c(s1)COc1ccccc1-2)c1cccs1
 : 3%, -5%, -20%, 8%[57.1 µM], -15%, 8.5%, -4%[57.1 µM], -5%, -9%
> CC(NC(=O)c1ccc(CS(=O)(=O)c2ccc(Cl)cc2)o1)c1ccc2c(c1)OCCO2 (stereo not drawn)
 : 2%, -1%, -6%, -7%, -13%, -1.5%, -5%, 27%, -18%
> NC(=O)c1cc[n+](Cc2ccccc2Cl)cc1
 : 3%, -6%, 11%, 4%, -21%, -0.7%, 9%, ?, -14%
> Cc1cc2c3c(c1C)C1(C(=O)N3C(C)(C)CC2C)C(C#N)=C(N)OC2=C1C(=O)CC(C)(C)C2 (stereo not drawn)
 : -6%, 0%, -8%, -7%, 1%, -1.2%, 7%, 3%, -3%
> Cc1ccccc1NC(=O)c1cn(-c2ccccc2)nc1-c1ccccc1
 : 14%&14%, 0%&3%, -6%, -3%&-1%, -13%&2%, 3.2%&-1.2%, 5%&30%, -17%&-3%, ?
> COc1cc(S(=O)(=O)N2CCN(C(=O)c3ccco3)CC2)ccc1Cl
 : 8%, 1%, 11%, 2%, -9%, 0.3%, 23%, 5%, -21%
> Cc1cc(-c2ccccc2N)n[nH]1
 : -4%, 2%, 4%, -1%, 0%, -0.1%, -20%, 10%, 5%
> Cc1c(NC2(C#N)CCCC2)c(=O)n(-c2ccccc2)n1C
 : -6%, 2%, -3%, -10%, -4%, -3.4%, ?, /, -28%
> COC(=O)c1cnc(SCc2ccc(Cl)cc2)n1C
 : 15%, 2%, -3%, -17%[57.1 µM], -4%, 2.1%, 21%[57.1 µM], -10%, -16%
> O=C(CCN1C(=O)c2ccccc2C1=O)Nc1cccnc1
 : 21%, -7%, 7%, -3%, -10%, 0.7%, 15%, -16%, -9%
> COc1ccc(C(C(=O)Nc2ccc(C(C)C)cc2)N(C)C(=O)CNC(C)=O)cc1 (stereo not drawn)
 : 1%, -4%, 10%, -12%, 0%, -0.6%, -7%, 2%, -6%
> O=C(O)C(Cc1c[nH]c2ccccc12)NS(=O)(=O)c1ccccc1 (stereo not drawn)
 : 6%, 0%, -25%, -9%, -5%, 3.0%, -16%, 3%, -12%
> COc1ccc(Nc2nc(NN)nc(Nc3ccc(OC)cc3)n2)cc1
 : 3%, 5%, 1%, 8%[2.29 µM], ?, 1.6%, 22%, -11%, -7%
> COc1ccc(CNCCCn2cnc3c(SC)ncnc32)cc1
 : 1%, 1%, /, /, -4%, /, /, -12%, 0%
> CC(=O)N(C)c1ccc(OCC(O)CN(c2ccccc2C)S(=O)(=O)c2ccc(C)cc2)cc1 (stereo not drawn)
 : 7%, -1%, -8%, -6%, 6%, 1.0%, -7%, -15%, -17%
> CCCNS(=O)(=O)c1ccc(OCC(=O)N2CCC(C(=O)OCC)CC2)cc1
 : 1%, 0%, 13%, 4%, -2%, -0.1%, 8%, -15%, -17%
> Cc1cnc(C(=O)OCC(=O)Nc2ccc(Cl)cn2)cn1
 : -9%, -1%, 9%, -2%[57.1 µM], 4%, 0.5%, -1%[57.1 µM], ?, -14%
> CCN(CC)Cc1cc(NC2=NS(=O)(=O)c3ccccc32)ccc1OC(=O)C(C)C
 : 8%, 3%, -20%, -5%, 0%, -1.1%, -13%, -7%, -16%
> CC1CCN(c2nc3c(S(=O)(=O)c4ccccc4)nnn3c3ccsc23)CC1
 : 15%, 1%, 13%, -7%, 4%, ?, 4%, -15%, ?
